Bioassay records: PubChem BioAssay, Sanford-Burnham Center for Chemical Genomics
mIAP inh: blocks mouse intestinal alkaline phosphatase; purified mouse IAP, CDP-Star luminescence, 30 min; inhibition, % at 10 µM; actives 0.2% (n = 330,000); AID 2806;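 active means inhibition of at least 40% at 10 µM in the primary screen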;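 further: plate controls were DMSO with enzyme for no effect and no enzyme wells for full effect; values of inactives mirror those of a sister screen read the other way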
Apaf1 inhib: blocks human Apaf-1 apoptosome activity; O14727; reconstituted apoptosome caspase-3 activity, DEVD-Rh110 fluorescence; inhibition, % at 20 µM; actives 0.71% (n = 330,000); active means inhibition of at least 40% at 20 µM;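 further: plate controls were DMSO wells for no effect and DEVD-CHO caspase inhibitor wells for full effect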
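Material: reconstituted apoptosome with Apaf-1, cytochrome c, caspase-9, procaspase-3, dATP. Technique: Rh110 fluorescence intensity. Buffer or medium: pH 7.5 Hepes buffer with CHAPS, BSA, DTT. Times: 30 min plus 50 min, RT.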
hIAP block: blocks human intestinal alkaline phosphatase. inhibition, % at 10 µM. purified IAP, CDP-Star luminescence, 30 min. actives 0.12% (n = 330,000). AID 2544;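 active means inhibition reaching a set limit with compound at 10 µM in the primary screen, cut at about 35% in these data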;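 further: plate controls were DMSO wells with enzyme for no effect and no-enzyme buffer wells for full effect; values of inactives mirror those of a sister screen read the other way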
Target sequence (P09923 whole entry, looked up): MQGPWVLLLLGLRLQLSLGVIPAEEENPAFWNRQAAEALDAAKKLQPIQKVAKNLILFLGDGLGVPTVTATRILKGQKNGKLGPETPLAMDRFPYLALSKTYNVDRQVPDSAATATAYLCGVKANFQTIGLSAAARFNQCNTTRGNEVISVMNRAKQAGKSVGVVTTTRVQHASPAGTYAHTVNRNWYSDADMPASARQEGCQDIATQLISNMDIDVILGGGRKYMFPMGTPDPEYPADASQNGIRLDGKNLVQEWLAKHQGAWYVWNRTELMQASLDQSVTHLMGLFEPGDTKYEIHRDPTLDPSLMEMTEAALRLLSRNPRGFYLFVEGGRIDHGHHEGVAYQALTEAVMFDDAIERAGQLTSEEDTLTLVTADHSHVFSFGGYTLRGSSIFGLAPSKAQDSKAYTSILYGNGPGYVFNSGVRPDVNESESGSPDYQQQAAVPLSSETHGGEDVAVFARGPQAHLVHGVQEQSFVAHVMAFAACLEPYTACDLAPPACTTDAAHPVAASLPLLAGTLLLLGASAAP
hIAP act: increases human intestinal alkaline phosphatase activity. P09923. purified human IAP, CDP-Star luminescence, 30 min; hits give high values; 1 = vehicle-only enzyme, 0 = enzyme-free background. activation factor at 10 µM. actives 0.16% (n = 330,000). AID 2524;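 active means activation factor of the enzyme at least 2-fold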; further: the source names both 10 and 20 µM as test concentration; values of inactives mirror those of a sister screen read the other way
NLRP3 yeast inh: inhibitors of NALP3 inflammasome in yeast. actives 0.39% (n = 330,000). AID 2825. Yeast reconstituted NLRP3/ASC/caspase-1, beta-gal luminescence, 24 h. inhibition, % at 10 µM;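 active means inhibition of 50% or more; inactive means inhibition below 50%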;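 further: plate controls were induced DMSO wells for no effect and uninduced yeast grown without galactose for full effect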
ATG4B inhibitor: blocks human ATG4B protease cleavage of LC3 substrate. ATG4B cleavage of LC3-PLA2, NBD-HPC fluorescence, 1 h. inhibition, % at 8.33 µM. actives 0.51% (n = 340,000). AID 504462; in the data active means inhibition above about 40%
Target sequence (Q9Y4P1 whole entry, looked up): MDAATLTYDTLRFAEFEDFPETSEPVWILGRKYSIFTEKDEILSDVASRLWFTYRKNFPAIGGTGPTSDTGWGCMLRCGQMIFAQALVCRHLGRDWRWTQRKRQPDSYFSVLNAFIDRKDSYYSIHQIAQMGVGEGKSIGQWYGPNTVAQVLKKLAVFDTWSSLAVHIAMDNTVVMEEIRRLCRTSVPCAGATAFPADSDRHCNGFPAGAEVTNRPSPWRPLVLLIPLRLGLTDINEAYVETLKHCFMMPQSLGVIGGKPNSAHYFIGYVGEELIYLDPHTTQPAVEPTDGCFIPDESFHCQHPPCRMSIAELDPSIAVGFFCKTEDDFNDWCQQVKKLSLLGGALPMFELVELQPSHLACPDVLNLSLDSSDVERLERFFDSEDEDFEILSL
mIAP act: increases mouse intestinal alkaline phosphatase activity; muIAP, CDP-Star luminescence, 30 min; hits give high values; 1 = vehicle-only enzyme signal, 0 = enzyme-free wells; activation factor at 10 µM; actives 0.24% (n = 330,000);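 active means activation factor of at least 2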; further: the source names both 10 and 20 µM as test concentration; values of inactives mirror those of a sister screen read the other way
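System: mouse IAP enzyme. Reagent: CDP-Star chemiluminescent phosphatase substrate. Benchmarks: DMSO wells, no-enzyme wells. Times: 30 min enzyme-substrate-compound incubation at room temperature. Detection: luminescence from enzymatic CDP-Star hydrolysis. Doses: test compounds delivered from DMSO solution.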
TIM10 inh: inhibits growth of TIM10 yeast strain | S. cerevisiae TIM10 strain growth, BacTiter-Glo luminescence, 24 h | inhibition, % at 10 µM | actives 1.4% (n = 330,000);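 active means inhibition of 40% or more at the single tested concentration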;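 further: wild-type TIM10 isogenic control strain grown at permissive 25 °C; 0% = DMSO yeast wells and 100% = minimal medium wells without yeast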
tim10-1 inh: inhibits growth of tim10-1 mutant yeast. S. cerevisiae tim10-1 ts strain growth, BacTiter-Glo, 24 h. actives 2.2% (n = 330,000). AID 463190. inhibition, % at 20 µM;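 active means inhibition of at least 40%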;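 further: mutant grown at 25 °C; 0% = DMSO wells with yeast and 100% = wells holding no yeast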
An asterisk follows results filed as active. Rows are unselected (roughly 4.5% active in at least one column).

SMILES	mIAP inh	Apaf1 inhib	hIAP block	hIAP act	NLRP3 yeast inh	ATG4B inhibitor	mIAP act	TIM10 inh	tim10-1 inh
Nc1cc(N)cc(C(=O)OCC(=O)Nc2cc(S(=O)(=O)N3CCCCC3)ccc2Cl)c1	7	1	9	0.91	7	-6	0.93	25	8
COc1cccc(CNC(=O)N2CCN(c3ccccc3C)CC2)c1	-12	10	-16	1.2	24	14	1.1	-18	4
CC(NC(=O)[C@H](NC(=O)[C@@H]1Cc2ccccc2CN1)c1ccccc1)c1ccccc1 (some centres undefined)	3	-6	-8	1.1	8	-6	0.97	1	7
COc1cc(SC)ccc1C(=O)Nc1ccncc1	-3	-3	12	0.88	35	-17	1	13	3
COc1ccc(-n2nc3cc(C)c(NC(C)=O)cc3n2)cc1	0	3	-4	1	29	-5	1	2	1
O=C1c2cccc3cccc(c23)C(=O)N1CCN1CCN(CC(O)COc2ccccc2)CC1 (centres undefined)	4	6	-2	1	1	7	0.96	1	13
CCCn1c(SCC(=O)Nc2nnc(C)s2)nnc1-c1ccoc1C	-12	1	-9	1.1	9	-2	1.1	-22	16
O=C(CSc1nnc(-c2c[nH]c3ccccc23)n1-c1ccc(F)cc1)NCc1ccco1	-16	5	-3	1	14	0	1.2	20	17
CCCCn1c(N)c(N(CCC(C)C)C(=O)c2ccc([N+](=O)[O-])o2)c(=O)[nH]c1=O	0	6	15	0.85	10	-2	1	-4	-6
Fc1cccc(/C=N/Nc2ccc(Cl)nn2)c1	-1	6	-1	1	14	1	1	9	-19
Cc1cc(=O)nc2c3ccccc3n(C(C)C(=O)NCCN3CCOCC3)n12 (centres undefined)	7	-6	6	0.94	15	-4	0.93	-7	17
Cc1ccc(S(=O)(=O)N2CCCCC2)cc1	-1	-3	16	0.84	-15	-3	1	14	-2
COc1ccc(C(CC(=O)N2CCCC2)c2c(OC)cc(OC)c3ccc(=O)oc23)cc1 (centres undefined)	-4	15	11	0.89	-7	-12	1	6	2
CCOc1ccc(C2C(C(=O)c3ccc(C)o3)=C(O)C(=O)N2CCN2CCOCC2)cc1OC (centres undefined)	10	1	4	0.96	-2	5	0.9	0	14
Cc1ccc(-n2c(C)cc3c2CC(C)(C)CC3=O)cc1C	-4	2	17	0.83	6	2	1	17	32

Whole records as entered above. Screens in order: mIAP inh | Apaf1 inhib | hIAP block | hIAP act | NLRP3 yeast inh | ATG4B inhibitor | mIAP act | TIM10 inh | tim10-1 inh
Listed for O=C(CSc1nnc(-c2c[nH]c3ccccc23)n1-c1ccc(F)cc1)NCc1ccco1 : -16 | 5 | -3 | 1 | 14 | 0 | 1.2 | 20 | 17
Listed for CC(NC(=O)[C@H](NC(=O)[C@@H]1Cc2ccccc2CN1)c1ccccc1)c1ccccc1 (some centres undefined) : 3 | -6 | -8 | 1.1 | 8 | -6 | 0.97 | 1 | 7

(list continues)
SMILES	mIAP inh	Apaf1 inhib	hIAP block	hIAP act	NLRP3 yeast inh	ATG4B inhibitor	mIAP act	TIM10 inh	tim10-1 inh
COc1cc(/C=C/[N+](=O)[O-])ccc1OC(=O)c1cc2ccccc2oc1=O	58*	-1	-16	1.2	38	4	0.42	25	21
O=C(CSc1nc2c([nH]c3ccccc32)c(=O)n1-c1ccc(F)cc1)NCc1ccco1	7	14	14	0.86	23	-3	0.93	-5	-13
CN1CCN(CC(O)COc2ccc(OCC(O)CN3CCN(C)CC3)cc2)CC1 (centres undefined)	0	11	-3	1	20	-10	0.99	-5	-4
CCOc1cc(C2C3=C(CC(C)(C)CC3=O)OC3=C2C(=O)CC(C)(C)C3)cc([N+](=O)[O-])c1O	-7	14	5	0.95	-40	1	1.1	11	24
COc1cc(N/N=C/c2ccccc2O)ncn1	3	0	-63	1.6	35	-4	0.97	24	4
Cc1cc(C)nc(NS(=O)(=O)c2ccc(NC(=O)c3ccccc3[N+](=O)[O-])cc2)n1	-5	2	-33	1.3	28	3	1	-3	-4
CC1Cc2ccccc2N1C(=O)c1ccc(N2CCCCC2)c([N+](=O)[O-])c1 (centres undefined)	11	18	21	0.79	25	19	0.89	0	-7
CN(c1cccc(NC(=O)COc2ccccc2)c1)S(C)(=O)=O	-3	11	-6	1.1	14	-4	1	-3	18
O=C(O)CC(Cc1ccc(Br)cc1)C(=O)O (centres undefined)	-3	-3	-35	1.3	11	2	1	4	9
COc1cc(C(=O)Nc2cccc(-n3cnnn3)c2)cc(Cl)c1OC	1	4	-16	1.2	2	3	0.99	4	4
Cc1ccc(C)n1-c1nccc(-c2ccco2)n1	-3	-4	0	1	-28	4	1	-2	7
Cc1cccc(N=Nc2c(N)n[nH]c2-c2ccc(Cl)cc2)c1	5	0	3	0.97	21	3	0.95	56*	52*
O=C(CCN1CCOCC1)c1ccc(Cl)cc1	1	-12	-3	1	6	7	0.99	15	29
N#C/C(=C(/O)COC(=O)c1ccc2c(c1)OCCO2)c1nc2ccccc2[nH]1	15	5	3	0.97	9	-1	0.85	-3	5
CC(C)C(NC(=O)/C(=C/c1ccco1)NC(=O)c1ccc(Br)o1)C(=O)O (centres undefined)	1	-1	-4	1	21	0	0.99	-14	11
COc1cccc(/C=C/C(=O)Nc2ccc(N3CCOCC3)cc2)c1OC	2	-6	-19	1.2	10	-7	0.97	4	5
COC(=O)c1cccc(C(=O)N2CCCC(CCC(=O)N(C)CCc3ccccn3)C2)c1 (centres undefined)	2	-1	5	0.95	2	-5	0.98	5	-1
COc1ccc(CCN2C(=O)N[C@@H](CCC(=O)O)C2=O)cc1	9	-2	1	0.99	16	6	0.91	-4	0
Oc1ccc(N2CCN(c3ncnc4sc5c(c34)CCC5)CC2)cc1	2	3	8	0.92	19	2	0.98	12	17
COc1ccc(C(CC(=O)Nc2cc([N+](=O)[O-])ccc2OC)c2ccccc2)cc1 (centres undefined)	6	1	-3	1	12	-13	0.94	6	24
O=C(NCCCn1ccnc1)c1nn2c(C(F)(F)F)cc(-c3ccccc3)nc2c1Cl	1	7	-2	1	-3	1	0.99	-20	3
O=C(COc1coc(CN2CCN(c3ccccc3F)CC2)cc1=O)Nc1ccccc1	4	8	3	0.97	10	7	0.96	-2	1
CN(CC(=O)Nc1ccccc1C(F)(F)F)Cc1c(O)ccc2ccccc12	4	29	-38	1.4	-2	-7	0.96	15	24
Oc1c(Br)cc(Br)cc1/C=N/n1c(-c2ccccc2)n[nH]c1=S	24	-2	-2	1	21	42*	0.76	39	66*
O=[N+]([O-])c1ccc(-c2ccc(/C=N/n3cnnc3)o2)c(Br)c1	11	11	4	0.96	17	-3	0.89	7	26
CN(c1nc2ccccc2nc1Cl)S(=O)(=O)c1ccccc1	7	6	4	0.96	24	5	0.93	-12	12
CN(Cc1cccs1)c1nc(-c2cccnc2)nc2ccccc12	7	14	0	1	24	-3	0.93	18	27
Cc1ccc(NC(=O)[C@@H]2CCCN2S(=O)(=O)c2ccccc2F)cc1S(=O)(=O)N1CCOCC1	-4	-7	2	0.98	15	-7	1	0	-2
CCN(CC)CCCNc1cc2n(c(=O)n1)CCc1cc(OC)c(OC)cc1-2	-8	0	-11	1.1	14	0	1.1	-22	4
O=C(CCC(=O)N1CCN(c2cccc(Cl)c2)CC1)c1cccs1	-3	19	3	0.97	8	-1	1	-23	-10
Cn1c(CO)nc2c3ccccc3ccc21	-12	4	-21	1.2	-6	-5	1.1	-4	14
CC1(C)CC(=O)C=C(c2cccc(Br)c2)C1	3	2	-8	1.1	15	-4	0.97	2	9
NC(=O)C1=C[C@@H](c2coc3ccccc3c2=O)C[C@@H](OCCCCO)O1	1	-3	3	0.97	-2	5	0.99	6	7
O=C(CC1(O)C(=O)Nc2ccccc21)c1ccc(-n2cccc2)cc1 (centres undefined)	5	8	0	1	3	-9	0.95	15	24
CCOC(=O)c1c(C)c(C(=O)NCCCOC)c(C)n1C	9	-11	9	0.91	-3	9	0.91	7	5
CSc1ccc(S(=O)(=O)N2CCC(C(=O)NCC3CCCO3)CC2)cc1 (centres undefined)	8	0	-6	1.1	21	-1	0.92	1	7
NC(=O)C1CCN(c2nc(-c3cccc(Cl)c3)cs2)CC1	-2	3	13	0.87	10	8	1	-1	7
Oc1c(Br)cc(/C=N/Nc2nncc3ccccc23)cc1Br	-1	10	6	0.94	6	-2	1	-26	-18
Cc1ccc2cc(/C=N/NC(=O)[C@H](C)NC(=O)OC(C)(C)C)c(Cl)nc2c1	-1	10	7	0.93	10	5	1	2	12
CC1(C(=O)NCCc2c[nH]c3ccccc23)C=CCN1C(=O)c1ccccc1 (centres undefined)	-7	-4	7	0.93	15	-4	1.1	7	-16
Cc1noc(NS(=O)(=O)c2ccc(NC(=O)C(Cl)(Cl)Cl)cc2)c1C	-8	18	-5	1.1	-3	0	1.1	-10	6
COC(=O)c1nn(-c2ccc(C)cc2)ccc1=O	3	-12	11	0.89	12	-2	0.97	7	11
COc1ccccc1NS(=O)(=O)c1cc(NC(=S)Nc2cc(C)cc(C)c2)ccc1Cl	-19	7	-2	1	5	-5	1.2	26	26
O=C(CSC1=NS(=O)(=O)c2cc(Cl)ccc2N1)NCc1ccccc1	4	-5	3	0.97	16	-6	0.96	4	-5
CN(CP(=O)(O)C(O)c1ccccc1)S(C)(=O)=O (centres undefined)	-1	-23	-2	1	7	-8	1	3	4
Cc1cccc(NC(=O)Cn2cc([N+](=O)[O-])cn2)n1	-5	-7	-3	1	13	-18	1	-12	-3
CSc1nnc(-c2ccccc2)c(=O)[nH]1	-9	-1	-16	1.2	-3	5	1.1	-6	-5
CC(=O)c1ccc(N2CCN(C(=O)c3ccc(Cl)c(NC4=NC5CS(=O)(=O)CC5S4)c3)CC2)cc1 (centres undefined)	2	1	8	0.92	9	-11	0.98	4	1
Cc1ccc(-c2csc3ncnc(N4CCN(C(=O)c5ccccc5)CC4)c23)cc1	0	16	13	0.87	14	-12	1	27	25
CCOC(=O)c1cccc(P(=O)(C(C)(C)C)C(C)(C)C)c1	-4	4	-8	1.1	12	-2	1	9	3
O=C(O)c1cnc(-c2ccccc2)nc1Sc1ccccc1Cl	2	10	7	0.93	5	-10	0.98	4	19
Cc1ccc(S(=O)(=O)N2CCC(C(=O)OC(C)C(=O)NC(N)=O)CC2)cc1C (centres undefined)	-16	2	-10	1.1	-10	-3	1.2	-8	-14
c1cncc(-c2nc(-c3ccco3)cs2)c1	7	0	-4	1	12	-9	0.93	14	10
CCc1cc(C(=O)Nc2cc(S(=O)(=O)N(CC)CC)ccc2N2CCOCC2)sc1C	12	27	8	0.92	28	-3	0.88	9	5
CCn1c(SCC(=O)Nc2ccc3c(c2)OCO3)nnc1C1CC1	2	-1	14	0.86	7	-10	0.98	9	-16
CCCCC(C(=O)O)C(C)CC(=O)Nc1ccn(-c2ccccc2)n1 (centres undefined)	0	3	-11	1.1	-6	1	1	0	9
Cc1cccc(C)c1NC(=O)NC1(C(=O)NCCCN2CCOCC2)CCCCC1	3	2	-23	1.2	18	2	0.97	-3	7
CCN(CCCNC(=O)CN1C(=O)COc2ccccc21)c1ccccc1	-9	-4	-7	1.1	12	-11	1.1	17	26

Reprinted from the listing, three compounds:
SMILES	mIAP inh	Apaf1 inhib	hIAP block	hIAP act	NLRP3 yeast inh	ATG4B inhibitor	mIAP act	TIM10 inh	tim10-1 inh
Cc1ccc(-c2csc3ncnc(N4CCN(C(=O)c5ccccc5)CC4)c23)cc1	0	16	13	0.87	14	-12	1	27	25
CCOC(=O)c1cccc(P(=O)(C(C)(C)C)C(C)(C)C)c1	-4	4	-8	1.1	12	-2	1	9	3
O=C(O)c1cnc(-c2ccccc2)nc1Sc1ccccc1Cl	2	10	7	0.93	5	-10	0.98	4	19
